# Assay outcomes deposited in PubChem BioAssay by The Scripps Research Institute Molecular Screening Center.
# TEAD-YAP block: TEAD-YAP interaction inhibition | HEK-TIYL cells, TEAD-Gal4/YAP UAS-luciferase luminescence | inhibition, % at 9.12 µM | hit rate 1.4% among 640,000; in the data active = inhibition above about 32%;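 note: 0% = median of test compound wells and 100% = reference inhibitor wells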
# GPR151 activ: activates the human receptor GPR151 | Q8TDV0 | PathHunter beta-arrestin GPR151 cells, luminescence | activation, % at 11.2 µM | hit rate 1% among 650,000 | AID 1508602; in the data active = activation above about 4.9%;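 note: 0% = median of compound wells and 100% = cells with positive control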
# Target sequence (Q8TDV0 whole entry, looked up): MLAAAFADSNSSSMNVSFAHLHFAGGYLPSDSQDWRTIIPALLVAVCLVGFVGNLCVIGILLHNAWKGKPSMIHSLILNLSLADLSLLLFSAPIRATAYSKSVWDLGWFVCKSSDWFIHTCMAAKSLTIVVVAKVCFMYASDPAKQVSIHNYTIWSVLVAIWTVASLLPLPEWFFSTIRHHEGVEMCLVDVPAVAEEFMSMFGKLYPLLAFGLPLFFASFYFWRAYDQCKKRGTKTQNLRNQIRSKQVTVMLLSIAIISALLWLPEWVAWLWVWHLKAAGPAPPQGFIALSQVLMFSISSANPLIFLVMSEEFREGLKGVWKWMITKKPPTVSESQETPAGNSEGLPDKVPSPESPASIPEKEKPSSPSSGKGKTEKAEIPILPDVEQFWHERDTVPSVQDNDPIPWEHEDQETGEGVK
# FBW7 act: activators of human E3 ligase FBW7 | normalized activity (activation), % at 26.1 µM | hit rate 0.13% among 650,000 | AlphaScreen FBW7–phospho-cyclin E peptide binding, activator screen | Q969H0; in the data active = normalized activity above about 1.9%;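 note: purified mutant Fbw7 with reduced substrate affinity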
# MITF primary: blocks human microphthalmia-associated transcription factor; inhibition, % at 2.6 µM; hit rate 0.91% among 650,000; AID 1259374; AlphaScreen MITF homodimerization, bead proximity signal; in the data active = inhibition above about 50%;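 note: 0% = vehicle wells with protein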
# Target sequence (O75030 whole entry, looked up): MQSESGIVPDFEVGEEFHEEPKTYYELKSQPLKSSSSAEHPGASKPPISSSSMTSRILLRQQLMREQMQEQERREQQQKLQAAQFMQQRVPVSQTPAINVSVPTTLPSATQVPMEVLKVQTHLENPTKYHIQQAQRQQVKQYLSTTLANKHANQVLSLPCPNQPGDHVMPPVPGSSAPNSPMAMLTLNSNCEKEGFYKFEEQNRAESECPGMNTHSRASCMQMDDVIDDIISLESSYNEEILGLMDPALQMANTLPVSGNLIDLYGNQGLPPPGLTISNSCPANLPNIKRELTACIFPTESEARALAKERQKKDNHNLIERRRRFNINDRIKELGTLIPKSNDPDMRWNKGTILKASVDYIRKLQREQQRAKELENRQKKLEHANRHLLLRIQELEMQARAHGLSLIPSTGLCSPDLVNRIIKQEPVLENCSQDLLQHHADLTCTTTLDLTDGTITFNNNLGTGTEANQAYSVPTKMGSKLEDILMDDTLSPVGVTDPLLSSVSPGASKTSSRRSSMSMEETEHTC
# Numbers without * were called inactive.
canonical_smiles,TEAD-YAP block,GPR151 activ,FBW7 act,MITF primary
CC(C)CN1C[C@@H](NCc2cccc(O)c2)C[C@H]1C(=O)NCCc1ccccc1F,7,0.9,0.0,-5
O=C(N/N=C/c1cccc(F)c1)c1c(O)c2cc(Cl)ccc2[nH]c1=O,6,1.2,0.4,6
CCCNC(=O)c1cc2nc(-c3ccc(C)cc3)cc(C(F)(F)F)n2n1,3,0.0,0.0,-6
COc1cccc(/C=C2\C(=O)N(c3ccc4ccccc4c3)N=C2C)c1,9,-0.5,-0.8,17
O=C(c1ccc(Cn2c(=S)[nH]c3ccc(Br)cc3c2=O)cc1)N1CCCCCC1,-8,-0.9,-0.2,5
COc1ccc(C)cc1NC(=O)N1CCN(c2ccc(Nc3ccccn3)nn2)CC1,18,-0.5,-1.1,45
O=C1CCC(C(=O)NCc2ccc3c(c2)OCO3)N1 (centres undefined),-2,-1.5,-0.1,11
CCN(C(=O)CSc1ncccn1)C1CCCCC1,-5,1.4,0.2,12
Cc1cccn2c(=O)c3cc(C(=O)Nc4cccc(Br)c4)n(C)c3nc12,3,0.4,0.1,9
Cc1ccc(CN(C)Cc2c(C(=O)N3CCCN(C)CC3)nc3sccn23)o1,-6,-0.4,1.1,-5
COc1ccc(C(=O)NC2CC3CCC2C3)cc1 (centres undefined),-28,-0.1,0.1,-15
CCCOc1ccc(/C(O)=C2/C(=O)C(=O)N(CCCN3CCOCC3)C2c2ccc(C(C)(C)C)cc2)c(C)c1 (centres undefined),-1,2.9,0.0,7
Cc1ccccc1-n1c(-c2ccc(Br)cc2)cn2c3c(=O)n(C)c(=O)n(C)c3nc12,-4,0.7,0.0,-9
Cc1nccn1-c1cc(N2CCN(C(=O)Nc3ccc(F)cc3F)CC2)ncn1,-5,2.2,0.7,16
Cc1cc(OC(C)C(=O)NCC2CCCO2)cc(C)c1Cl (centres undefined),7,2.4,-0.1,-1
Cc1cc(C)cc(NC(=O)/C(=C/c2ccc([N+](=O)[O-])cc2)NC(=O)c2ccc(C(C)(C)C)cc2)c1,0,0.7,-0.1,-1
CC1=C(C(=O)OCC(C)C)C(c2cccc(Cl)c2)C2=C(CC(c3ccccc3)CC2=O)N1 (centres undefined),16,-0.1,0.7,4
Oc1ccc(CCNc2nc(Nc3ncccn3)nc3c2ncn3-c2ccsc2)cc1,56*,-1.2,0.0,1
CCOC(=O)C(Oc1cc2oc(=O)cc(CC)c2cc1Cl)c1ccccc1 (centres undefined),2,0.2,0.0,-6
CCCN(CCC)CCN1C(=O)C2C(C(=O)Nc3cccc(Cl)c3)C3C=CC2(O3)C1C(=O)NC1CCCCC1 (centres undefined),10,0.0,-0.1,5
Cc1ccc(S(=O)(=O)N2CCCC2CNC(=O)C(=O)Nc2cc(C)cc(C)c2)cc1 (centres undefined),11,4.4,-0.1,-6
COc1ccc(C(=O)Nc2ccc(S(=O)(=O)N3CCc4ccccc43)cc2)cc1,26,2.6,0.0,-17
COC(=O)CN1C=C(C(=O)OC)C(c2ccc(F)cc2)C(C(=O)OC)=C1,-6,0.8,0.2,-48
CCOC(=O)N1CCN(S(=O)(=O)c2ccc(C(=O)Nc3sc4c(c3C(N)=O)CC(C)(C)NC4(C)C)cc2)CC1,-8,4.7,-0.1,5
COc1cc(OC)c(NC(=O)Nc2noc3c2COc2ccccc2-3)cc1Cl,7,5.2*,0.1,3
CNC(=O)N(C)C(=O)Nc1ccccc1F,-32,-5.9,0.1,-5
O=C(Nc1ccccc1)c1cc(S(=O)(=O)N2CCOCC2)ccc1Cl,12,-0.3,0.1,15
Cc1cc(Nc2ccccc2C)nc(-n2nc(C)cc2C)n1,70*,-1.6,0.5,18
COc1ccc(CCN2C(=O)c3cc(N4CCOCC4)c([N+](=O)[O-])cc3C2=O)cc1OC,6,2.0,0.0,1
Cc1cc(N2C(=O)c3ccc(C(=O)Nc4ccccc4)cc3C2=O)no1,18,-1.4,0.1,1
CCN(CC)c1nc(NCCc2ccc(O)cc2)nc(Nc2nc3ccccc3n2C)n1,-3,0.0,0.2,9
O=C1/C(=C\c2ccc(-c3ccc(Cl)c(Cl)c3)o2)SC(=Nc2ccccc2)N1Cc1ccccc1,11,0.0,-0.2,22
COc1ccc2c(c1)OC(C)CN(C(=O)c1ccnc(Cl)c1)C2 (centres undefined),-3,-0.6,-0.1,-4
CCCC(=O)Nc1cccc(-c2nc3ccccc3[nH]2)c1C,-6,1.5,0.0,-10
O=C(OC1CCCCC1=O)c1ccc2c(c1)OCCO2 (centres undefined),-14,0.7,0.1,9
O=C(CCc1ccccc1)Nc1ccnn1C1CCN(C(=O)c2ccsc2)CC1,15,1.0,0.1,5
O=C(/C=C/c1cccc2ccccc12)N1CCCCCC1,-59,0.1,0.0,0
O=C(Nc1cccc(NC(=O)c2ccc(Cl)c([N+](=O)[O-])c2)c1)c1ccccc1,4,-1.1,1.0,14
COc1ccc(C(C)=O)cc1CSc1nc2ccccc2c(=O)n1Cc1ccc2c(c1)OCO2,-7,-0.4,0.2,3
CCOC(=O)c1cnc2c(C#N)cccc2c1NCc1ccccc1,1,-1.0,0.4,14
Cc1cccc(NC(=O)CSc2nc3c(c(=O)n2C)SC(C)C3)c1C (centres undefined),12,2.2,-0.4,-7
CCCOc1cc2oc(C)c(Oc3ccccc3)c(=O)c2cc1CC,4,-0.2,0.1,-7
COc1cc(Nc2nc(SCC(=O)NCC3CCCO3)nc3ccccc23)cc(OC)c1 (centres undefined),5,0.0,0.0,60*
COc1cccc(CN2CCN(CC(=O)Nc3ccccc3Cl)CC2)c1,-2,0.0,-0.1,0
O=C(CN1C(=O)N/C(=C\c2ccccc2)C1=O)Nc1cccc(C(F)(F)F)c1,0,0.9,-0.3,-7
CCSCCOC(=O)C1=C(C)NC2=C(C(=O)CCC2)C1c1ccc(CC)cc1 (centres undefined),-3,0.0,0.0,-6
COc1ccc(C(=O)N/C(=C\c2ccccc2)C(=O)NC(C(=O)O)C(C)C)cc1 (centres undefined),3,0.0,-0.1,8
Clc1ccccc1CN1C2=NCCCN2c2ccccc21,10,0.0,0.0,4
Cc1ccccc1N(C(=O)c1snc(C(N)=O)c1N)C(C)C(=O)NC1CCCC1 (centres undefined),-3,-1.5,0.0,4
COc1cccc(-c2ocnc2C(=O)Nc2ccc3nc(C)c(C)nc3c2)c1,-10,-0.2,-0.1,-2
COc1ccc(Cn2c(C)c(C)n3c4c(=O)n(C)c(=O)n(C)c4nc23)cc1,-3,1.5,0.4,-3
COc1ccc(N(C)c2nnc(-c3ccc(NC(=O)C4CC4)cc3)s2)cc1,-7,0.7,-0.2,-9
Nn1c(SCC(=O)Nc2ccc([N+](=O)[O-])cc2)nncc1=O,21,-1.4,0.1,8
Cc1ccc(NC(=O)CSc2nnc(-c3c[nH]c4ccccc34)n2C)cc1,-2,-0.5,0.1,-1
O=[N+]([O-])c1cccc(NC(=S)Nc2ccc(S(=O)(=O)N3CCCC3)cc2)c1,-4,-0.3,0.1,18
CN(Cc1c(C(=O)N2CCN(C3CCCCC3)CC2)nc2ccccn12)C1CCOCC1,-5,0.5,0.0,1
c1ccc(OCc2nnc3sc(-c4ccccn4)nn23)cc1,-8,0.7,0.0,-31
c1ccc2oc(Sc3ncnn3-c3nc4ccccc4o3)nc2c1,5,-0.5,-0.1,6
COCCOC(=O)C1=C(C)NC2=C(C(=O)CC(c3ccccc3)C2)C1c1ccc(N(C)C)cc1 (centres undefined),-2,-1.9,0.3,9
CCN(CC)S(=O)(=O)c1cccc2nsnc12,-4,0.6,-0.2,6

# Carrying on.
canonical_smiles,TEAD-YAP block,GPR151 activ,FBW7 act,MITF primary
COc1ccc(CN2CCc3nc(N4CCC(C)CC4)[nH]c(=O)c3C2)cc1Cn1cccn1,1,0.3,-0.1,-4
COc1cc(/C=N/NC(=O)c2cc3ccccc3cc2O)cc(OC)c1OC,-12,-1.9,0.3,18
CCOc1ccc(C(=O)Nc2ccc3nn(-c4ccc(CC)cc4)nc3c2)cc1,-28,-0.2,0.1,13
N#Cc1cnc(SCC(=O)NCCc2ccc(S(N)(=O)=O)cc2)nc1N,7,1.5,-0.3,0
O=C1C(Sc2ncn[nH]2)=C/C(=N/S(=O)(=O)c2ccc(Cl)cc2)c2ccccc21,10,-1.3,0.1,19
CCN=C1NN=C(c2ccc(NC(=O)CC)cc2)CS1,-12,-0.4,0.0,3
FC(F)(F)c1cc(NCc2ccco2)n2ncnc2n1,4,0.8,-0.1,-10
C(=C\c1ccco1)/CN1CCOc2ccc(CN3CCC(Oc4cccnc4)CC3)cc2C1,-9,-1.4,0.1,16
CCOc1ccc(C2CC(c3cccs3)=NN2S(C)(=O)=O)cc1 (centres undefined),-42,-1.0,-0.1,-3
COC(=O)c1c(NC(=O)COc2cccc(C)c2C)sc2c1CCCC2,-2,-0.3,0.6,9
O=C(Nc1nc(=O)c2ccccc2s1)c1ccc(F)cc1,9,0.9,0.0,-5
Cc1c(Cl)cccc1N(CC(=O)NCc1ccncc1)S(C)(=O)=O,9,-0.2,-0.2,-7
CN(C)C(=O)c1cc(CNCc2ccc(F)cc2)cc(NC(=O)c2ccccn2)c1,-3,2.0,0.0,-1
Cc1ccc(NC(=O)Cn2cnc3scc(-c4ccccc4)c3c2=O)c(Br)c1,-10,-0.6,-0.2,-3
Cc1ccc2ncc(C(=O)c3ccccc3)c(N3CCC(C(N)=O)CC3)c2c1,4,-0.6,0.0,10
Nc1ccc(-c2nc3c(Cl)cc(N)cc3[nH]2)cc1,19,1.3,0.0,13
Cc1ccccc1Cn1c(=O)n(CCC(=O)NCc2ccco2)c(=O)c2sccc21,0,-1.1,-0.1,6
O=C1NC(=O)C(=Cc2ccc(OCc3ccc(C(=O)O)cc3)c(Cl)c2)C(=O)N1,-4,-6.9,-1.0,-16
O=Cc1cccn1Cc1ccccc1F,17,3.3,0.2,-1
CCCN(CCC)S(=O)(=O)c1nc2nc(C)cc(C)n2n1,1,0.9,0.0,13
O=C(NCc1ccccc1)/C(=C\c1cccc2ccccc12)NC(=O)c1ccccc1,9,-0.8,0.0,10
O=C1c2ccccc2S(=O)(=O)N1c1ccccc1Br,7,1.9,0.0,-5
NC(=O)NC(=O)CSc1nnc(Nc2ccccc2)s1,-1,-2.7,0.3,15
CCOC(=O)COc1ccc(C2NC(C(=O)O)CS2)cc1 (centres undefined),10,0.4,0.6,-4
Cc1c(C(=O)N(Cc2cccs2)C2CCS(=O)(=O)C2)oc2ccccc12 (centres undefined),4,2.2,0.0,13
COCCOC(=O)C1=C(C)Nc2ccc(C)cc2S1,4,-0.5,0.0,17
N#CC1=C(N)OC(c2ccccc2)=C(n2nnnc2N)C1c1ccccc1 (centres undefined),4,0.7,-0.2,-8
CN(CC(=O)Nc1ccc(C#N)cc1)S(=O)(=O)c1ccc(Cl)cc1,-14,-0.8,-0.1,-5
Cc1cc(NC2CC2)nc(N2CCN(Cc3ccc4c(c3)OCO4)CC2)n1,1,-1.1,0.0,2
COc1cc(N)cc(NC(=O)c2ccncc2)c1,-10,-2.2,0.6,20
CC(=O)C(C(=O)Nc1ccc(F)cc1)C(c1ccc(Cl)cc1Cl)C(C#N)C#N (centres undefined),-4,0.6,-0.1,-3
Cn1nnnc1Sc1ccc(S(=O)(=O)N2CCCC2)cn1,11,0.3,0.1,8
CCCSCCCNC(=O)c1cc2c(s1)CS(=O)(=O)C2,6,-0.8,0.1,4
CCN(CC)C(=O)c1c(NC(=O)c2ccco2)sc2c1CCC(C)C2 (centres undefined),7,1.3,-0.1,13
Cc1cnc(N2CCN(c3ccccn3)CC2)nc1NCCN1CCOCC1,5,1.2,0.2,-2
NC(=O)CNC(=O)/C=C/c1ccccc1,6,-1.2,0.2,17
C=CCn1c2ccccc2n2ncnc12,2,1.9,-0.1,0
CC(=O)OCCCNC(=O)/C(=C\c1cccc([N+](=O)[O-])c1)NC(=O)c1ccccc1,3,-1.0,0.0,1
CCOC(=O)C1=C(N)N(c2ccc(Cl)cc2)C2=C(C(=O)CC(C)(C)C2)C1c1cc(Br)cs1 (centres undefined),7,2.9,1.0,8
Cc1ccccc1N=C1SCC(=O)N1c1ccccc1C,10,0.8,1.4,-4
